# MCF10A rereplic: A quantitative high throughput screen for small molecules that induce DNA re-replication in MCF 10a normal breast cells. Potency, µM (series often up to 46.1 µM), inactives show at the highest dose activity, positive = re-replication, actives largely listed as activators. 350,000 tested, 2.9% active. MCF 10A DNA re-replication, Hoechst nuclear intensity, 48 h; also: % of control where 0% means no effect; nearly all actives have a fitted effect of over 50% in size
# HepG2 viability: qHTS for Inhibitors of TGF-b: Cytotox Counterscreen; Potency, µM (highest dose often 46.1 µM), for the others: top-dose activity change, negative = cytotoxicity, usual class: cytotoxic; 410,000 tested, 0.76% active; HepG2 CAGA-GFP viability, ATP luminescence, 18 h; also: some results filed as inactive show a strong effect at the top dose
#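 CellTiter-Glo luminescence gave cytotoxicity after 18 hours at 37 degrees C. The cells were HepG2 CAGA-GFP in 1% FBS DMEM, stimulated with 500 pg/mL TGF-beta after compound addition. %Activity was normalised to no-cell wells (complete cell-killing) and DMSO (no toxicity), and curves were fitted and classified.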
# TGFb inhibitor: qHTS for Inhibitors of TGF-b. Potency, µM (doses to about 46.1 µM), for the others: at the top dose activity, negative = inhibition, actives largely listed as inhibitors. HepG2 CAGA-GFP TGF-b/SMAD3 reporter, GFP fluorescence, 18 h; TGF-beta stimulated, 500 pg/mL final. 410,000 tested, 1.2% active; also: % is scaled to controls: 0 for no effect and ±100 for the full control effect; nearly all actives have a fitted effect of over 65% in size
#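 GFP signal (ex488/em500-530) from TGF-beta-stimulated HEPG2 CAGA-GFP cells, 500 pg/mL final, 18 h at 37 degrees C in DMEM plus 1% FBS, normalized to unstimulated and DMSO-stimulated controls.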
# ATXN2 expr inh: Primary qHTS for Inhibitors of ATXN expression; 360,000 tested, 0.72% active; Potency, µM (series often up to 57 µM), without a hit: at the top dose activity change, negative = inhibition, usual class: inhibitors; AID 1745845, 2022; HEK-293 ATXN2-luciferase reporter, luminescence, 24 h; also: % is scaled to controls: 0 for no effect and ±100 for the full control effect; nearly all actives have a fitted effect of over 55% in size
#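 qHTS (up to 57 uM final) was run with 24 h compound exposure of reporter cells at 37 °C. Each well was multiplexed: SteadyGlo luminescence measured ATXN2-luciferase expression after a fluorogenic Gly-Phe-AFC viability readout (25 uM final).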
# ATXN viability: Viability Counterscreen for Primary qHTS for Inhibitors of ATXN expression; S2 cells (HEK-293 line with an ATXN2-luciferase reporter) viability, CellTiter-Fluor protease fluorescence, 24 h; Potency, µM (highest dose often 56.7 µM), usual class: cytotoxic; 400,000 tested, 0.49% active; also: nearly all actives have a fitted effect of over 40% in size
# Nrf2 activator: qHTS of Nrf2 Activators. AREc32 ARE-luciferase reporter (MCF7-derived line), luminescence, 24 h. Potency, µM (highest dose often 46.1 µM), without a hit: top-dose activation, hits mostly activators. 410,000 tested, 0.31% active. AID 624171, 2012; also: % of control where 0% means no effect; nearly all actives have a fitted effect of over 65% in size
#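 Luciferase luminescence (Steady-Glo, 30 min at room temperature) served as the read-out of ARE activation in AREc32 cells treated with compounds for 24 hr at 37 deg C.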
# A549 viability: Nrf2 qHTS screen for inhibitors: counterscreen for cytotoxicity | A549 ARE-Fluc cells, CellTiter-Fluor viability, 18-24 h | Potency, µM (series often up to 46 µM), without a hit: top-dose activity change, negative = cytotoxicity, hits mostly inhibitors | 390,000 tested, 0.16% active | AID 504648, 2011; also: % is scaled to controls: 0 for no effect and ±100 for the full control effect
#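 A549 ARE-Fluc cells in 5% FBS OPTI-MEM, 5000 cells/well, rested 2 h then exposed to compounds in concentration-response for 18-24 h at 37 °C. Viability by CellTiter-Fluor fluorescence (Ex 405/Em 525) after 30 min; luciferase luminescence (BugLite, 15 min, RT) read afterwards.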
# EPAC2 antag: qHTS for Antagonist of cAMP-regulated guanine nucleotide exchange factor 2 (EPAC2): primary screen; Rap guanine nucleotide exchange factor 4 (Homo sapiens), Q8WZA2; Potency, µM (series often up to 114 µM), for inactives: at the highest dose activity, negative = inhibition, usual class: inhibitors; EPAC2 GEF exchange of Rap1B-BODIPY-GDP, fluorescence; 360,000 tested, 0.18% active; also: % is scaled to controls: 0 for no effect and ±100 for the full control effect; nearly all actives have a fitted effect of over 45% in size; many of its hits are not listed in these tables
# Target sequence (Q8WZA2 whole entry, looked up): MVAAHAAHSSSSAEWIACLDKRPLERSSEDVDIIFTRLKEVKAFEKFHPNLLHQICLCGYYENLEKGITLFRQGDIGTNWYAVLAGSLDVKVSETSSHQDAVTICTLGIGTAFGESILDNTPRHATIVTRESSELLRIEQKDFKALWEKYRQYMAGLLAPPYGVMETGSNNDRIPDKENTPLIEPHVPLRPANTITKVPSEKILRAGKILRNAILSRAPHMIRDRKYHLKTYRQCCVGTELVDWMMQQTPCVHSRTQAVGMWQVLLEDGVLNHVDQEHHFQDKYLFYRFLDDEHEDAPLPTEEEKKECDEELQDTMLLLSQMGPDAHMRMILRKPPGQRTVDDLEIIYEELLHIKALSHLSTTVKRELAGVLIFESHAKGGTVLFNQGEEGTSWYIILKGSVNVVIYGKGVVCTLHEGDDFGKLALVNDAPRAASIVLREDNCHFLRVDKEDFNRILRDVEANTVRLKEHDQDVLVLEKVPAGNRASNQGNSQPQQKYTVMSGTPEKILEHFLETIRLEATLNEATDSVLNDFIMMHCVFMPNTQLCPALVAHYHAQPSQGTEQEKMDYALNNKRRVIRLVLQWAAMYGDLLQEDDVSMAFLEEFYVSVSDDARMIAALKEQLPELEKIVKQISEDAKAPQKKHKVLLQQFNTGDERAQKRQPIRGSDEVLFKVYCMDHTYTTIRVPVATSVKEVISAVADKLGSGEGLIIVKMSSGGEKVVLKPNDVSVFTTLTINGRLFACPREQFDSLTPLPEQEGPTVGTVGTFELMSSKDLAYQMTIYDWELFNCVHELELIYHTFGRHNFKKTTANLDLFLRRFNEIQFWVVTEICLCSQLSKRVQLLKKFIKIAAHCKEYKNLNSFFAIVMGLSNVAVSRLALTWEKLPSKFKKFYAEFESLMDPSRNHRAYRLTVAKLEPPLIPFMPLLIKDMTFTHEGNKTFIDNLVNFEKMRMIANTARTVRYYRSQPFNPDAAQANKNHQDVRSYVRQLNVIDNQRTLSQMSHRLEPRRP
# Nrf2 block: Nrf2 qHTS screen for inhibitors | A549 ARE-Fluc reporter, luciferase luminescence, 18-24 h | Potency, µM (titrated, usually from 46 µM), without a hit: at the top dose activity change, negative = inhibition, most hits filed as inhibitors | 360,000 tested, 2.1% active | AID 504444, 2011; also: % is scaled to controls: 0 for no effect and ±100 for the full control effect; nearly all actives have a fitted effect of over 60% in size
#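 A549 ARE_Fluc cells (5000/well, 5% FBS OPTI-MEM) pre-incubated 2 h, then treated with compounds 18-24 h at 37C/5% CO2 in concentration-response. CellTiter-Fluor viability read first; BugLite luciferase luminescence after 15 min at room temperature gives Nrf2 activity.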
# * marks the source's active call; other numbers are inactive results; i = inactive; ? = inconclusive; . = no result given; [ ] = dose if it differs, or a comment. Calls follow the shape of the dose curve; as a rule, active = well fitted curve in the direction sought with a large enough effect; inconclusive = small, poorly fitted or top-dose-only effect, or another doubt; inactive = no such curve, though single readings can be large; an effect the other way counts as inactive or inconclusive. Potency is read from the fitted curve at half-maximal effect. Some of the compounds tested, so the mix of outcomes need not match the whole.
# Below each compound – HepG2 viability, ATXN viability, EPAC2 antag, Nrf2 block, ATXN2 expr inh, TGFb inhibitor, A549 viability, Nrf2 activator, MCF10A rereplic
CSc1nn(Cc2ccc(C)cc2)c(N)c1S(=O)(=O)c1ccccc1
  -33%, i, ., 16µM*, -20%, ?, -1%, 0.6%, .
C[C@H](CO)N1C[C@H](C)[C@H](CN(C)S(=O)(=O)c2ccc(Oc3ccccc3)nc2)OCc2cnnn2CCCC1=O
  12%, i, 4%, ., 10%, 28%, ., -1.0%, .
Cc1ccc(NC(=O)CCC(=O)OCC(=O)c2ccc(Oc3ccc([N+](=O)[O-])cc3)cc2)cc1
  -3%, i, 1%, -1%, -2%, 17%, 5%, 3.7%, -3%
CC(=O)Nc1sc(N/N=C\c2ccco2)nc1-c1cccs1
  -9%, i, -9%, 19%, 13%, 9%, -14%, ?, 0%
O=[N+]([O-])c1ccc(/C=N/NS(=O)(=O)c2ccc(Cl)cc2)o1
  -7%, i, -2%, -6%, -10%, -13%, -8%, 11%, 28%
O=C(NCCCCO)c1ccc2c3c(cccc13)CC2
  -3%, i, 7%, -3%, -2%, -1%, 6%, 0.1%, -5%
O=C(CCn1ccnc1)Nc1ccc2ccccc2c1
  4%, i, -1%, 3%, -15%, -18%, 3%, 0.3%, 0%
C=CCNC(=S)NNc1nc(N2CCCC2)nc(N2CCCC2)n1
  0%, i, 18%, -29%, ., -19%, 2%, 5.1%, 1%
CN1C(=O)N(CC(=O)NCc2ccc(Cl)cc2Cl)C(=O)C12CCCCC2
  -14%, i, -3%, 4%, -12%, 0%, 6%, 0.0%, 2%
CC(=O)Nc1ccc(S(=O)(=O)N2CCC(C(=O)NCc3cccnc3)CC2)cc1
  5%, i, 2%, 11%, 3%, 14%, -6%, -1.3%, 0%
O=C(Cc1ccc([N+](=O)[O-])cc1)Nc1cccc(C(F)(F)F)c1
  -28%, i, -7%, ?, -16%, -24%, -16%, -1.0%, -8%
Cc1cccc(NC(=O)CN2C(=O)S/C(=C\C(=O)Nc3ccc(Cl)cc3)C2=O)c1
  -54%, i, -9%, -8%, 6%, -19%, 2%, 1.7%, 1%
Cc1cc(C)c(S(=O)(=O)N2CCN(C(=O)c3c(C)nn(-c4ccccc4)c3Cl)CC2)c(C)c1
  -9%, i, 15%, -23%, -12%, -53%, ?, 0.3%, 29%
COc1ccc(C(CC(=O)O)NC(=O)Cc2ccccc2)cc1 (configuration not stated)
  3%, i, -2%, 5%, -1%, 0%, -8%, -0.3%, -6%
CCOc1ncccc1C(=O)OCC(=O)Nc1ccc(Cl)cn1
  17%, i, 13%, 0%, 6%, 8%, -4%, 8.9%, -2%
CCN=C1S/C(=C\c2cc(Br)ccc2OCC(=O)OCC)C(=O)N1CC
  3%, i, -6%, 1%, 4%, 3%, 0%, 0.2%, 18%
COc1ccccc1NS(=O)(=O)c1cc(C(=O)NC2CCN(Cc3ccccc3)CC2)ccc1C
  -35%, i, -1%, 5.8µM*, ?, ?, ?, 0.4%, ?
C=CCC1(CC=C)CCCN1C(=O)c1cc(COc2cccc(C(F)(F)F)c2)on1
  12%, i, -8%, ?, -22%, ?, 4%, 0.2%, 5%
O=C(N/C(=C\c1cccnc1)C(=O)N1CCOCC1)c1ccco1
  -13%, i, 1%, -6%, ., 5%, 2%, 0.2%, -5%
C=C(C)Cn1c(NCCC)nc2c1c(=O)n(C)c(=O)n2C
  -75%, i, 3%, -23%, -6%, 25%, -1%, 1.6%, 1%

# In a second layout: entries from further up.
SMILES	HepG2 viability	ATXN viability	EPAC2 antag	Nrf2 block	ATXN2 expr inh	TGFb inhibitor	A549 viability	Nrf2 activator	MCF10A rereplic
COc1ccc(C(CC(=O)O)NC(=O)Cc2ccccc2)cc1 (configuration not stated)	3%	i	-2%	5%	-1%	0%	-8%	-0.3%	-6%
CCOc1ncccc1C(=O)OCC(=O)Nc1ccc(Cl)cn1	17%	i	13%	0%	6%	8%	-4%	8.9%	-2%
CCN=C1S/C(=C\c2cc(Br)ccc2OCC(=O)OCC)C(=O)N1CC	3%	i	-6%	1%	4%	3%	0%	0.2%	18%
COc1ccccc1NS(=O)(=O)c1cc(C(=O)NC2CCN(Cc3ccccc3)CC2)ccc1C	-35%	i	-1%	5.8µM*	?	?	?	0.4%	?
C=CCC1(CC=C)CCCN1C(=O)c1cc(COc2cccc(C(F)(F)F)c2)on1	12%	i	-8%	?	-22%	?	4%	0.2%	5%
O=C(N/C(=C\c1cccnc1)C(=O)N1CCOCC1)c1ccco1	-13%	i	1%	-6%	.	5%	2%	0.2%	-5%
C=C(C)Cn1c(NCCC)nc2c1c(=O)n(C)c(=O)n2C	-75%	i	3%	-23%	-6%	25%	-1%	1.6%	1%

# (further entries)
# Below each compound – HepG2 viability, ATXN viability, EPAC2 antag, Nrf2 block, ATXN2 expr inh, TGFb inhibitor, A549 viability, Nrf2 activator, MCF10A rereplic
Cc1cc(C)c(-c2cc(NC(=O)COC(=O)c3ccc(C#N)cc3)n(-c3ccccc3)n2)cc1C
  -7%, i, -3%, 23%, 3%, -11%, 2%, 0.4%, 4%
CC(C)(C)C(=O)Cn1ncc(N2CCOCC2)c(Cl)c1=O
  1%, i, 20%, 3%, ., 8%, 0%, -0.7%, -2%
COc1ccc(C(=O)NC(C)CCc2ccccc2)cc1[N+](=O)[O-] (configuration not stated)
  4%, ?, -1%, -22%, -18%, 3%, -6%, -0.2%, 10%
COC(=O)CSc1[nH]c2ccc(F)cc2c1[N+](=O)[O-]
  -61%, i, 4%, -3%, ., ?, -8%, 11%, ?
O=C(NCc1cccnc1)c1ccccc1NC(=O)c1c(F)cccc1F
  14%, i, 12%, 2%, 3%, 8%, 3%, -0.6%, 0%
CN(C(=O)c1ccccc1OCc1ccc(Cl)cc1)c1ccccc1
  -20%, i, ?, 6%, -16%, ?, 6%, -1.0%, -1%
CC(C)C(=O)N1CCN(c2ccccc2NC(=O)c2cccc(Cl)c2)CC1
  -19%, i, -3%, ?, -12%, -1%, -16%, -0.8%, 0%
O=S(=O)(c1ccc(F)cc1)n1ccc(-c2cccc(OCc3ccc(Cl)cc3Cl)c2)n1
  -24%, i, 0%, -15%, -5%, 6%, 3%, 0.0%, 0%
COC(=O)c1c(NC(=O)CCCOc2ccc(C(C)(C)C)cc2)sc2c1C(C(=O)OC)CC2 (configuration not stated)
  -26%, ., ., ?, ., -26%, -2%, -0.4%, .
CC1Cn2c(nc3sc4c(c3c2=O)CCC4)N1CCO (configuration not stated)
  -14%, ?, -4%, 0%, 3%, 13%, -2%, 0.2%, 0%
COc1ccccc1OCC(=O)NCCCN1CCOCC1
  5%, i, 8%, -3%, -5%, 3%, 1%, -0.1%, 2%
O=C(CN1C(=O)CSc2ccc(C(F)(F)F)cc21)Nc1ccccc1
  -28%, ., -3%, -14%, 1%, -2%, -5%, 0.0%, 0%
COc1ccc(OC)c(N(CC(=O)NC2CC3CCC2C3)S(=O)(=O)c2ccccc2)c1 (configuration not stated)
  -3%, i, -7%, 8%, -4%, ?, -4%, -0.2%, 1%
O=S(=O)(c1cccs1)N1CCc2ccccc2C1
  -18%, i, -3%, -15%, -7%, 0%, 1%, -0.4%, -6%
CNc1c(NS(=O)(=O)c2ccc(OC)cc2)c(=O)oc2ccccc12
  5%, i, -5%, -2%, 9%, -3%, -1%, -0.5%, -3%
COc1ccc(Cc2nnc(NC(=O)Nc3ccccc3OC)s2)cc1
  -1%, i, -2%, ?, -15%, 0%, 2%, 4.1%, ?
OC(COCc1ccccc1)CN1CCc2ccccc2C1 (configuration not stated)
  -25%, i, 1%, -1%, -14%, -6%, 8%, 0.1%[9.22 µM], -2%
Cc1cccc(N(C(=O)CCC(=O)Nc2nccs2)C(C(=O)NC(C)(C)C)c2ccc(O)cc2)c1 (configuration not stated)
  -1%, ?, 3%, -1%, -5%, ?, -8%, -0.6%, 11%
CCn1c(SCc2ccc(C(=O)OC)o2)nc2sc3c(c2c1=O)CCCC3
  -13%, i, -3%, 4%, 39%[activator], -7%, -2%, 0.1%, 0%
CN(C)S(=O)(=O)N(CC(=O)NCCSCc1ccc(Cl)cc1Cl)c1ccccc1
  -51%, ?, ., ?, ?, ?, -8%, -0.3%, .

# Some entries already given, limited to ATXN2 expr inh, MCF10A rereplic and ATXN viability.
Molecule,ATXN2 expr inh,MCF10A rereplic,ATXN viability
COc1ccc(C(=O)NC(C)CCc2ccccc2)cc1[N+](=O)[O-] (configuration not stated),-18%,10%,?
CC1Cn2c(nc3sc4c(c3c2=O)CCC4)N1CCO (configuration not stated),3%,0%,?

# Other structures follow:
# Below each compound – HepG2 viability, ATXN viability, EPAC2 antag, Nrf2 block, ATXN2 expr inh, TGFb inhibitor, A549 viability, Nrf2 activator, MCF10A rereplic
Cc1ccc(SCCC(=O)NCc2ccncc2)cc1
  -4%, i, 6%, 5%, -7%, 4%, 9%, -0.6%[9.22 µM], -6%
COc1nc(NCc2cccnc2)nc(OC)n1
  -11%, i, 6%, -3%, 2%, 41%[activator], -3%, 0.1%, 3%
Cc1ccc(-n2c(-c3ccncc3)n[nH]c2=S)c(C)c1
  3%, i, -6%, -9%, 13%, 7%, 0%, 0.5%, -2%
O=c1[nH]cnc2scc(-c3ccccc3)c12
  -12%, i, 5%, 2%, 1%, -15%, ?, -0.6%, -6%
